Screens: PubChem, IUPUI and University of Michigan
ST2 inh: inhibitors of human ST2 (IL1RL1) binding to IL-33, primary screen, biochemical, AlphaLISA; actives 2.3% (n = 78,000); inhibition, % for hits at 17 µM; Interleukin-1 receptor-like 1 (Homo sapiens), Q01638; AlphaLISA ST2-Fc/biotin-IL-33 interaction, 1 h; in the data active means inhibition above about 30%; inconclusive means mostly about 10% to 28%
Target sequence (Q01638 whole entry, looked up): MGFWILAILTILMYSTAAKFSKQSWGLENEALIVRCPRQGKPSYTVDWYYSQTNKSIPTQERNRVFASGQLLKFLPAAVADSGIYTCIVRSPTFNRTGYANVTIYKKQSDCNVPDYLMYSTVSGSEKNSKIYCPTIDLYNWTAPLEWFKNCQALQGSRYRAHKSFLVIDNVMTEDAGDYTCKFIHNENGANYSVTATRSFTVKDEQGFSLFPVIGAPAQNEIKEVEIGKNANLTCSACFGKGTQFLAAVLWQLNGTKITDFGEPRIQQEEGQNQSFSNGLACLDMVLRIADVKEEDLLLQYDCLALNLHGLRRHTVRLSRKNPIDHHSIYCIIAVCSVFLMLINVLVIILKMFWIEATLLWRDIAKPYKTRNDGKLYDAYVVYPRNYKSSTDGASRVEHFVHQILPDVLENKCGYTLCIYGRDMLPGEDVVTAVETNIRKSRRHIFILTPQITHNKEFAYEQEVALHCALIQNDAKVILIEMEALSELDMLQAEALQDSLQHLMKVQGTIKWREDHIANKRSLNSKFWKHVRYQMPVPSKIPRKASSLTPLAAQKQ
* = called active by the depositor; i = inactive; ? = inconclusive. An excerpt. The share of hits here may be higher or lower than overall.

SMILES	ST2 inh
CCC(C)N(Cc1ccc(S(=O)(=O)NC)cc1)Cc1ccsc1 (stereo unspecified)	i
CC(C)c1ccc(NC(=O)c2cccs2)cc1	i
CC1=C(C(=O)Nc2cccnc2)C(c2ccc(O)cc2)n2nnnc2N1 (stereo unspecified)	?
Cc1ccoc1C(=O)N1CC[C@@H](c2ccc3c(c2)OCO3)[C@H](O)C1	i
CC(C)Cc1cc(C(=O)Nc2sc3c(c2C#N)CCCC3)no1	i
CCN(CC)C(=O)C1CCCN(Cc2cccc(C)c2)C1 (stereo unspecified)	i
O=C(NCc1ccc2c(c1)OCO2)c1cccc(I)c1	i
COc1cc(-c2nc3cnccn3c2NC2CCCC2)ccc1O	i
CSc1nc2c(cc1C#N)CCCC2	i
COc1ccc(OC)c(Nc2ncnc3c2cnn3-c2ccccc2)c1	i
Fc1ccc([C@@H]2CCNC[C@H]2COc2ccc3c(c2)OCO3)cc1	?
CN(C)c1ncnc2c1C(c1ccc(Br)cc1)c1c(ncnc1N(C)C)O2	i
COc1ccc(C(=O)CSc2nc3ccc(OC)cc3[nH]2)cc1	i
Cc1ccc(C(=O)Nc2cccc(OCc3cc(=O)n4cc(Cl)ccc4n3)c2)cc1	i
COc1ccccc1-n1c(SCC(=O)Nc2ccccc2F)nc2c(c1=O)SCC2	?
O=C(CCc1ccsc1)NC1CCCc2nc(-c3ccccc3)ncc21 (stereo unspecified)	i
Nc1nc(Cl)nc2c1ncn2[C@@H]1O[C@H](CO)[C@@H](O)[C@H]1O	?
COc1cccc2c1OCC(C(=O)NCc1cnc(C)cn1)C2 (stereo unspecified)	i
COCCCNC(=O)c1cc(=O)[nH]c2ccc(S(=O)(=O)N3CCCCCC3)cc12	?
CC(CO)NCCC(=O)Nc1ccc(N(C)C)cc1 (stereo unspecified)	?
CC(C)CNC(=O)CN1C(=O)c2ccccc2C1=O	i
O=C(NCc1ccccc1)c1cc(-c2ccncc2)nc2ccccc12	?
CC1=C(C(=O)OC2CCCCC2)C(c2cccc(Cl)c2)n2nnnc2N1 (stereo unspecified)	i
CCCOc1ccc(C(=O)Nc2ccccc2[N+](=O)[O-])cc1	39.0%*
O=C(Nc1nc(-c2cc([N+](=O)[O-])cs2)cs1)c1ccc(S(=O)(=O)N2CCCC2)cc1	i
COc1cc(SC)ccc1C(=O)NCCc1ccc(F)cc1	i
O=C(CSc1nc2c(c(=O)n1-c1ccc(Cl)cc1)SCC2)NCC1CCCO1 (stereo unspecified)	i
CC(C)C[C@@H](NC(=O)C1=C[C@@H](NS(=O)(=O)c2cccc(C(F)(F)F)c2)[C@@H](O)[C@H](O)C1)C(N)=O	i
O=S(=O)(Nc1ccccc1F)c1cccs1	?
O=C(Nc1nc2ccccc2s1)C1c2ccccc2C(=O)N2CCc3ccccc3C12 (stereo unspecified)	i
CCCCNC(=O)c1c(C)cc(Cl)nc1Cl	i
CCOc1ccc(CNc2nc(-c3nnc(-c4ccc(C)cc4)o3)nc3ccccc23)cc1	i
Cn1c(=O)c2c(SCC(=O)N3CCCC3)nc(-c3cccs3)nc2n(C)c1=O	i
O=C(O)C1CC=CCC1C(=O)Nc1ccc(F)cc1F (stereo unspecified)	i
CCOc1ccc(NC(=O)COc2ccc(OC)cc2)cc1	i
Cc1ncc([N+](=O)[O-])n1S(=O)(=O)c1ccc(Br)cc1	i
N#C/C(=C\c1cccc([N+](=O)[O-])c1)c1nc(-c2ccc3c(c2)OCO3)cs1	i
O=C1N/C(=C\c2ccc(Br)s2)C(=O)N1Cc1ccc(Cl)cc1	i
Cc1[nH]c2ccccc2c1C(=O)C(=O)NC1CC(=O)N(c2cccc(F)c2)C1 (stereo unspecified)	i
CN(C)CCC(=O)NCC1OCCc2ccccc21 (stereo unspecified)	i
Cc1ccccc1-c1ncc(CN2CCn3cncc3C2)s1	?
CCCc1cnc(C)nc1N1CCC(F)(F)CC1	i
O=[N+]([O-])c1ccc(S(=O)(=O)Nc2ccccc2CO)cc1	i
COC(=O)C1C(=O)CC(C)(O)C(C(=O)OC)C1c1ccc(C(C)C)cc1 (stereo unspecified)	i
COc1ccc(C2C(C#N)=C(N)OC3=C2C(=O)CC(C)(C)C3)cc1C (stereo unspecified)	i
COc1ccc(C(=O)Nc2cccc(-c3nc4ncccc4o3)c2)cc1OC	?
CCC(Oc1ccc2c(c1)C(=O)CC(C)(C)O2)C(=O)NCc1ccco1 (stereo unspecified)	i
O=S(=O)(N[C@H]1CO[C@H]2[C@@H]1OC[C@@H]2Nc1nccc(C2CCCC2)n1)c1cccc2cccnc12	?

Structures from the list above that contain a furan ring, fused or not, in the order listed:
SMILES	ST2 inh
Cc1ccoc1C(=O)N1CC[C@@H](c2ccc3c(c2)OCO3)[C@H](O)C1	i
CCC(Oc1ccc2c(c1)C(=O)CC(C)(C)O2)C(=O)NCc1ccco1 (stereo unspecified)	i

(cont.)
SMILES	ST2 inh
COc1ccc(C(=O)Oc2cc3c(C)cc(=O)oc3cc2Cl)cc1OC	i
CC(C)CC1NC(=O)C(C(C)c2ccccc2)NC(=O)C(C(C)C)NC(=O)C(C)NC(=O)CCCNC(=O)C(Cc2c[nH]c3ccccc23)NC(=O)C(C)NC1=O (stereo unspecified)	i
COCC1CCCN(C(=O)c2ccc(-c3cc(Cl)ccc3Cl)nc2)C1 (stereo unspecified)	i
CC1CCC(NC(=O)C2CCC(CNS(=O)(=O)c3cccc4nsnc34)CC2)CC1 (stereo unspecified)	i
O=C(Nc1c2c(nn1-c1ccc(Cl)cc1)CSC2)c1cccc(Cl)c1	i
Cc1ccccc1CSCC(=O)Nc1c(C)n(C)n(-c2ccccc2)c1=O	i
Cc1cccc(-c2noc(CN(C)C(=O)c3scc4c3OCCO4)n2)c1	i
Cc1ccc(C2(C(=O)N3CCCC(N(C)C)CC3)CC2)cc1 (stereo unspecified)	?
CCN(CC)CCCNCc1cccc(C)c1	i
O=C(NC1CCCC1)c1ccc(Cl)cc1Cl	i
Cc1ccccc1CSC1=NCCN1C(=O)c1ccc(S(=O)(=O)N2CCCCC2)cc1	i
CC1(C)CNC(=O)c2nc(-c3ccccc3-n3cccn3)[nH]c2C1	i

Ordered by heavy-atom count (smallest number first): part of the list above
SMILES	ST2 inh
O=C(NC1CCCC1)c1ccc(Cl)cc1Cl	i
CCN(CC)CCCNCc1cccc(C)c1	i
CCCc1cnc(C)nc1N1CCC(F)(F)CC1	i
CN(C)CCC(=O)NCC1OCCc2ccccc21 (stereo unspecified)	i
O=[N+]([O-])c1ccc(S(=O)(=O)Nc2ccccc2CO)cc1	i
Cc1ccc(C2(C(=O)N3CCCC(N(C)C)CC3)CC2)cc1 (stereo unspecified)	?
CC1(C)CNC(=O)c2nc(-c3ccccc3-n3cccn3)[nH]c2C1	i
COCC1CCCN(C(=O)c2ccc(-c3cc(Cl)ccc3Cl)nc2)C1 (stereo unspecified)	i
CCC(Oc1ccc2c(c1)C(=O)CC(C)(C)O2)C(=O)NCc1ccco1 (stereo unspecified)	i
Cc1ccccc1CSCC(=O)Nc1c(C)n(C)n(-c2ccccc2)c1=O	i
COc1ccc(C(=O)Nc2cccc(-c3nc4ncccc4o3)c2)cc1OC	?
CC1CCC(NC(=O)C2CCC(CNS(=O)(=O)c3cccc4nsnc34)CC2)CC1 (stereo unspecified)	i
Cc1ccccc1CSC1=NCCN1C(=O)c1ccc(S(=O)(=O)N2CCCCC2)cc1	i
O=S(=O)(N[C@H]1CO[C@H]2[C@@H]1OC[C@@H]2Nc1nccc(C2CCCC2)n1)c1cccc2cccnc12	?
CC(C)CC1NC(=O)C(C(C)c2ccccc2)NC(=O)C(C(C)C)NC(=O)C(C)NC(=O)CCCNC(=O)C(Cc2c[nH]c3ccccc23)NC(=O)C(C)NC1=O (stereo unspecified)	i

Going on with the list:
SMILES	ST2 inh
Cc1cc(C)nc(N(C#N)CCOc2ccccc2)n1	i
Cc1ccc(CCSc2ccccc2)cn1	i
Cc1ccc(OCC(O)CNC(C)C)cc1 (stereo unspecified)	i
CC(C)NC(=O)NC[C@H]1O[C@@H](CC(=O)NCc2ccc(F)cc2)[C@H](O)[C@@H]1O	?
COc1ccc(S(=O)(=O)N2CCC(C(=O)Nc3ccccc3Br)CC2)cc1	i
COc1cc(CN2CCc3ccccc3C2)cc([N+](=O)[O-])c1O	i
O=C(Nc1cccc2ccccc12)O[C@@H]1CO[C@H]2[C@@H]1OC[C@@H]2Nc1nccc(-c2ccccc2)n1	i
CCOC(=O)C1(CCc2ccccc2)CCN(C(=O)c2occc2C)CC1	i
COc1cc(-c2nc(Cn3ccnc3C(C)C)c(C)o2)cc2c1OCO2	i
CCCCN(CC)C(=O)c1cc2cc3ccc(OC)cc3nc2o1	i
Cc1c(Cl)cccc1NC(=O)c1cccs1	?
COc1ccc(S(=O)(=O)N(CC(=O)Nc2ccc3c(c2)OCCO3)c2ccccc2)cc1	i
CCN(c1ccc(C)c(C)c1)S(=O)(=O)c1ccc2c(c1)CCC(=O)N2	i
Cc1[nH]cnc1CSCCNc1nc(-c2ccncc2)nc2c1CNC2	i
O=C1CC(c2ccccc2)CCc2sccc2N1 (stereo unspecified)	?
COc1ccccc1-c1ccc(NCCn2cccn2)nn1	i
N#Cc1c(-c2ccccc2)cc(-c2ccco2)c(C#N)c1N	?
CC(C)CCN1CC[C@H](c2nc3ccccc3[nH]2)C1	i
CC1=NN(c2ccc(Cl)c(Cl)c2)C(=O)/C1=C/c1ccc(-c2ccc3c(c2)C(=O)OC3)o1	i
O=C(CCC1CCN(C(=O)Cn2nc3ccccc3n2)CC1)NCC1CCCO1 (stereo unspecified)	i
O=C(CCC1(Cc2cccc3ccccc23)CCC(=O)N1)NCc1cc2ccccc2s1 (stereo unspecified)	i
Cc1nc(SCCC(=O)O)c2ccccc2n1	i
O=C(NCc1ccco1)c1ccc2c(c1)N(Cc1cccc(Cl)c1)C(=O)CS2	i
Cc1cc(OCC(=O)NC2CCCCC2C)cc(C)c1Cl (stereo unspecified)	i
Cc1cc(C(=O)N(CC2CCN(Cc3ccccc3F)CC2)CC2CCCO2)n(C)n1 (stereo unspecified)	i
COc1ccc(S(=O)(=O)N(CC(=O)Nc2ccccc2C(N)=O)c2ccc(C)cc2)cc1	i
Nc1nc2ccc(NC(=O)c3ccc4nc(N)sc4c3)cc2s1	?
O=C1NC(=O)c2cc(N=Cc3ccc(Cl)cc3)ccc21	i
Cc1cc(CNC(=O)c2ccc3oc(-c4cccc(F)c4)nc3c2)nn1C	?
COc1ccccc1C(=O)Nc1ccc(S(N)=O)cc1 (stereo unspecified)	i
COc1ccc(N2C(=O)C(=O)C(=C(O)c3ccccc3)C2c2ccc(Cl)cc2)cc1 (stereo unspecified)	i
CCc1ccc(S(=O)(=O)NCC(=O)O)cc1	i
COCc1c(C(=O)N2CCCC3(CN(C)C(=O)O3)C2)noc1C (stereo unspecified)	?
Cc1cc(N2CCC3(CC2)CNC(=O)O3)nc(-c2ccccc2)n1	?
CCN1C(=O)C2C(c3ccccc3O)NC(Cc3c[nH]c4ccccc34)(C(=O)O)C2C1=O (stereo unspecified)	i
O=C(NCCc1ccc(F)cc1)C(=O)NC1CC1	i
COc1ccc(CCNC(=O)c2cccn3c(=O)c4sccc4nc23)cc1OC	i
O=C(O)C1CCCN(CCC=C(c2ccccc2)c2ccccc2)C1 (stereo unspecified)	i
OC(c1ccccc1)(c1ccccc1)C1CCN(Cc2ncc[nH]2)CC1	?
CCOc1ccc(NC(=O)CN2CCCN(Cc3cccc(F)c3)S2(=O)=O)cc1	i
CCCCCSc1nnc2c(n1)OC(c1cccn1C)N(C(C)=O)c1ccccc1-2 (stereo unspecified)	i
OC[C@H]1O[C@@H](OCCc2ccccc2)[C@H](O)[C@@H](O)[C@@H]1O	i
CCC(=O)N1CCc2cc(Br)cc(S(=O)(=O)NC3CCCCCC3)c21	i
CC(C)c1cc(CN(C)C(=O)c2cc(Cn3cnc4ccccc43)[nH]n2)on1	i
CS(=O)(=O)N1CCC(C(=O)NCCCN2CCCCC2)CC1	i
O=C(Nc1ccccc1O)c1ccc([N+](=O)[O-])cc1	i
NS(=O)(=O)c1ccc(NC(=O)CSc2nc3ccccc3o2)cc1	i
O=C(Nc1ccccc1N1CCOCC1)c1ccccc1Br	i
CC(C)Nc1ccnc(N2CCC(n3cc(-c4ccsc4)nn3)CC2)n1	i
O=C1C2C3CC(C(Br)C3Br)C2C(=O)N1c1ccc(F)cc1 (stereo unspecified)	i
COc1ccc(-c2cn3c4ccccc4nc3n2CCN2CCN(CCO)CC2)cc1	?
CCOc1cccc(OCCOc2cccc(C)c2)c1	i
COc1ccc(N=C2C(=O)N(CN3CCN(Cc4ccccc4)CC3)c3ccccc32)cc1	?
CCN(C(=O)Cc1c(C(=O)O)[nH]c2ccc(Cl)cc12)c1ccccc1F	i
COc1ccc(-c2ccc(C)nc2N)c(OC)c1	i
Cc1ccc(CN2C(=O)CSc3c(c4ccccc4n3C)C2C(=O)NCCC(C)C)cc1 (stereo unspecified)	i
COc1ccc(Br)cc1C(=O)Nc1ccc(F)cc1F	?
COc1ccc(C2CC(=O)C3=C(C2)Nc2ccccc2NC3c2ccc(SC)cc2)cc1 (stereo unspecified)	?
COCC(C)NS(=O)(=O)c1ccccc1 (stereo unspecified)	i
O=C(c1cccc(F)c1)N1CCN=C1SCc1ccc(Br)cc1	i
New compounds follow.
SMILES	ST2 inh
CCc1nnc(NC(=O)CSc2nc3c([nH]c4ccccc43)c(=O)n2C)s1	i
Cc1ccc(-n2c(SCC(=O)Nc3ccc(F)cc3F)nc3c(c2=O)SCC3)cc1	?
O=C(C[C@@H]1O[C@H](CNCc2cccc(Cl)c2)[C@@H](O)[C@H]1O)Nc1ccccc1	i
Cc1ccsc1C1CC(=O)NC(SCC(=O)OCc2ccccc2)=C1C#N (stereo unspecified)	?
Cc1ccc(C)c(N2CCN(S(=O)(=O)c3c(C)n[nH]c3C)CC2)c1	i
Cc1c(C(=O)NCc2ccco2)oc2ccc(S(=O)(=O)N3CCCC(C)C3)cc12 (stereo unspecified)	i
O=c1c2c3c(sc2nnn1Cc1ccccc1F)CCCC3	?
CCC(CC)n1nc(C)cc1NC(=O)CN1C(=O)COc2ccc(C)cc21	?
Cc1c(C(F)(F)F)nc(-c2ccc(CN3CCN(C)C(=O)C3)cc2)[nH]c1=O	i
CC1=CC[C@@H]2CN(C(=O)Cc3ccc(-n4nnnc4C)cc3)C[C@@H]2C1	i
Cc1cccc(NS(=O)(=O)c2c(C)cc(C)cc2C)c1	i
Cc1ccc(C2(O)CCN(C(=O)c3cn4cc(Cl)ccc4n3)CC2)nc1	i
